AGP1-GFP MLPCN = yeast TOR pathway AGP1-GFP modulation; 0.02% of 320,000 active; S. cerevisiae AGP1-GFP multiplex flow cytometry, 3 h; GFP as percent of DMSO wells; AID 2066; GFP response vs DMSO, % at 10 µM;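 active means GFP response relative to DMSO above a set limit, near screen average plus 3 SD, cut at about 150% in these data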;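 further: median GFP channel fluorescence of the gated AGP1 strain per well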
VLA-4 inh = inhibition in a human VLA-4 binding assay | P13612 | VLA-4 expressing cells, ligand binding flow cytometry | inhibition, % (about 7 µM as worked out from the volumes in the protocol) | 0.2% of 330,000 active | AID 2557; in the data active means inhibition above about 50%
Target sequence (P13612 whole entry, looked up): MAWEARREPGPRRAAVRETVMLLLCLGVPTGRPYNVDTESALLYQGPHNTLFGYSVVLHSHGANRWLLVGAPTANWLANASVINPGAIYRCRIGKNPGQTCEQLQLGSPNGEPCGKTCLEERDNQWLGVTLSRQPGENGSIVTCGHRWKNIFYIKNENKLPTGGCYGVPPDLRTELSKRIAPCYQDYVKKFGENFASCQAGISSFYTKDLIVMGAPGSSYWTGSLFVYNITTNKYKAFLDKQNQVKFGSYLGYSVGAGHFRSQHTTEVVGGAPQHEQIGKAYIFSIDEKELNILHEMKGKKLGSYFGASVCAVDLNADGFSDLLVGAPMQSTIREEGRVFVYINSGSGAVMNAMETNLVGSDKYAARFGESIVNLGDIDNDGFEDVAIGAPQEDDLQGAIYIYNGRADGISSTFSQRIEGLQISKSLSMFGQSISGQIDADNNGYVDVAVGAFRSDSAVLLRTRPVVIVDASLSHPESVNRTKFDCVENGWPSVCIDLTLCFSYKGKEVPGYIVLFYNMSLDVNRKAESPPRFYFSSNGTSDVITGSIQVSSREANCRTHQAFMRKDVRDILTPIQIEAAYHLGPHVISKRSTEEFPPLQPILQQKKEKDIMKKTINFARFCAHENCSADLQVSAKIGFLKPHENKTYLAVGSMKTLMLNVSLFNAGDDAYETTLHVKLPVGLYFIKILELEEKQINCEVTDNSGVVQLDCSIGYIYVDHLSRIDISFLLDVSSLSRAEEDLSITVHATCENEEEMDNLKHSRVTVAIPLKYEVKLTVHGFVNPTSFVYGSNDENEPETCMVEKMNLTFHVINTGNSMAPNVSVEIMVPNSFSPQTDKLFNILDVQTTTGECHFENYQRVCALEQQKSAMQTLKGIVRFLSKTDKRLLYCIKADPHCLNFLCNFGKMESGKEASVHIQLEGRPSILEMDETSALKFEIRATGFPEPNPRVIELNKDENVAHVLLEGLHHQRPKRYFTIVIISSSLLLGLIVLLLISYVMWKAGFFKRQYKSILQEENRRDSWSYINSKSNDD
LAP4 TOR yeast = yeast TOR pathway LAP4-GFP modulation; S. cerevisiae LAP4-GFP multiplex, flow cytometry GFP, 3 h; median GFP as percent of DMSO wells; GFP response vs DMSO, % at 10 µM; 0.34% of 320,000 active; AID 2023;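 active means GFP response vs DMSO above a set limit, about the screen mean plus 3 SD, cut at about 150% in these data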
GRK2 inh = blocks RNA aptamer binding to human GRK2; 0.59% of 330,000 active; bead flow cytometry, FAM-aptamer displacement from GRK2; inhibition of aptamer binding, % at 10 µM; P25098;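 active means inhibition of aptamer binding above 40%, roughly 3 SD of noise, on plates passing a quality check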;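 further: median bead fluorescence of bound FAM aptamer so fluorescent compounds give negative values; no value below 0 was filed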
RPL19A TOR yeast = modulators of TOR pathway RPL19A-GFP in S. cerevisiae | 0.3% of 330,000 active | percent response vs DMSO, % at 10 µM | S. cerevisiae RPL19A-GFP strain, flow cytometry, 3 h; stronger effect = lower value;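 active means percent response vs DMSO below 50%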;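 further: median channel GFP fluorescence of the barcoded RPL19A-GFP strain; ratio of sample median GFP to plate DMSO average so 100% = DMSO; lower means less RPL19A-GFP as with rapamycin TOR inhibition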
CIT2-GFP yeast = yeast TOR pathway CIT2-GFP modulation; S. cerevisiae CIT2-GFP strain, flow cytometry, 3 h; 100 means same as DMSO wells; GFP response vs DMSO, % at 10 µM; 0.065% of 320,000 active; AID 2029;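 active means GFP response relative to DMSO above a set limit, near the screen mean plus 3 SD, cut at about 150% in these data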;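 further: ratio of well median GFP fluorescence to mean of DMSO wells on the plate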
Yeast superoxide = yeast age-related superoxide inhibition as caloric restriction mimetic | S. cerevisiae aged cells, superoxide DHE fluorescence; stronger effect = lower value | 0.18% of 330,000 active | superoxide response (% of plate mean), % at 10 µM;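 active means superoxide response under a set limit, about three screen SD below normal, cut at about 65% in these data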;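 further: yeast aged for seven days with compound at 30 °C before DHE staining; 100% = average MFI of all compound-treated wells on the plate with controls excluded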
MEP2 TOR yeast = alters MEP2-GFP fluorescence in TOR pathway yeast screen | 0.51% of 330,000 active | GFP response vs DMSO, % at 10 µM | S. cerevisiae MEP2-GFP strain, flow cytometry GFP, 3 h; 100% = DMSO control level;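 active means GFP response versus DMSO above a set limit, roughly screen mean plus 3 SD, cut at about 180% in these data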;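 further: median GFP fluorescence of the barcode-gated MEP2-GFP cells per well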
The depositor's hits bear a star; . = no result given. Compounds as they come. Share with any hit: about 1.7%.

Start of the listing, in advance, 20 compounds:
Order of values: AGP1-GFP MLPCN	VLA-4 inh	LAP4 TOR yeast	GRK2 inh	RPL19A TOR yeast	CIT2-GFP yeast	Yeast superoxide	MEP2 TOR yeast
(1) CCN(CCN1CCCC1)C(=O)C1CCC(=O)N(CCCN2CCOCC2)C1 (stereo unspecified)
→ 95	6	89	2	99	98	96	94
(2) O=c1[nH]cc(S(=O)(=O)Nc2ccc3c(c2)OCO3)c(=O)[nH]1
→ 97	9	92	0	93	96	95	97
(3) CCOCC(=O)Nc1cc([N+](=O)[O-])ccc1C
→ 102	18	99	1	103	104	102	100
(4) CCC(=O)N(Cc1ccccc1)c1ccccn1
→ 111	11	93	0	104	103	95	116
(5) CCOC(=O)c1cnc2c(C)cccc2c1Nc1ccc(N2CCOCC2)cc1
→ 94	-17	87	3	101	98	98	101
(6) COc1ccc(Cl)cc1NC(=S)N1CCN(S(C)(=O)=O)CC1
→ 108	0	96	0	102	103	81	102
(7) CN1CCN(CCCNC(=S)Nc2ccc(F)c(Cl)c2)CC1
→ 107	4	93	2	101	77	85	94
(8) CN(CC(=O)Nc1ccc(F)c(Cl)c1)S(=O)(=O)c1cccc2nsnc12
→ 106	-3	110	1	101	106	109	109
(9) COc1ccc2sc3ccccc3c(=O)c2c1OC
→ 96	17	108	0	97	92	101	112
(10) CC(C)(C)NC(=O)CN(C(=O)CS(=O)CC(=O)Nc1ccc(F)cc1)c1ccc2c(c1)OCCO2 (stereo unspecified)
→ 104	35	100	0	99	106	121	98
(11) COCCn1c(=O)[nH]c2cc(C(=O)NC3CCCCCC3)ccc2c1=O
→ 94	25	82	0	100	98	96	87
(12) O=C1C2(c3ccccc3)CN(CCCO)CC1(c1ccccc1)CN(CCCO)C2
→ 109	14	96	5	101	106	93	105
(13) Cc1nc2ccccc2cc1C(=O)O
→ 89	1	.	0	88	79	95	84
(14) Nc1nc(-c2ccccc2)nn1S(=O)(=O)c1ccccc1
→ 110	5	106	0	107	107	100	105
(15) O=C(Nc1ccc(Cl)cn1)Nc1ccccc1F
→ 91	-1	102	0	95	95	100	96
(16) O=C(NC(=S)Nc1ccc2oc(=O)ccc2c1)c1cccc(Cl)c1
→ 23	1	87	0	55	106	125	139
(17) C=CCN(CC=C)C(=S)NC(=O)c1ccc([N+](=O)[O-])cc1
→ 100	22	95	0	102	97	101	102
(18) O=C(CSc1nnc(NC(=O)C2CC(=O)N(c3ccc(F)cc3)C2)s1)NCC1CCCO1 (stereo unspecified)
→ 102	-4	90	0	99	103	105	96
(19) CCn1c(O)c(N=NC(=O)CNC(=O)/C=C/c2ccco2)c2ccccc21
→ 113	-12	110	4	106	113	90	105
(20) CN(C)c1ccc(/C=N/N(Cc2ccccc2)c2ccccc2)cc1
→ 98	2	95	0	104	110	108	103

All compounds of this part (from the top)
Order of values: AGP1-GFP MLPCN	VLA-4 inh	LAP4 TOR yeast	GRK2 inh	RPL19A TOR yeast	CIT2-GFP yeast	Yeast superoxide	MEP2 TOR yeast
(1) CCN(CCN1CCCC1)C(=O)C1CCC(=O)N(CCCN2CCOCC2)C1 (stereo unspecified)
→ 95	6	89	2	99	98	96	94
(2) O=c1[nH]cc(S(=O)(=O)Nc2ccc3c(c2)OCO3)c(=O)[nH]1
→ 97	9	92	0	93	96	95	97
(3) CCOCC(=O)Nc1cc([N+](=O)[O-])ccc1C
→ 102	18	99	1	103	104	102	100
(4) CCC(=O)N(Cc1ccccc1)c1ccccn1
→ 111	11	93	0	104	103	95	116
(5) CCOC(=O)c1cnc2c(C)cccc2c1Nc1ccc(N2CCOCC2)cc1
→ 94	-17	87	3	101	98	98	101
(6) COc1ccc(Cl)cc1NC(=S)N1CCN(S(C)(=O)=O)CC1
→ 108	0	96	0	102	103	81	102
(7) CN1CCN(CCCNC(=S)Nc2ccc(F)c(Cl)c2)CC1
→ 107	4	93	2	101	77	85	94
(8) CN(CC(=O)Nc1ccc(F)c(Cl)c1)S(=O)(=O)c1cccc2nsnc12
→ 106	-3	110	1	101	106	109	109
(9) COc1ccc2sc3ccccc3c(=O)c2c1OC
→ 96	17	108	0	97	92	101	112
(10) CC(C)(C)NC(=O)CN(C(=O)CS(=O)CC(=O)Nc1ccc(F)cc1)c1ccc2c(c1)OCCO2 (stereo unspecified)
→ 104	35	100	0	99	106	121	98
(11) COCCn1c(=O)[nH]c2cc(C(=O)NC3CCCCCC3)ccc2c1=O
→ 94	25	82	0	100	98	96	87
(12) O=C1C2(c3ccccc3)CN(CCCO)CC1(c1ccccc1)CN(CCCO)C2
→ 109	14	96	5	101	106	93	105
(13) Cc1nc2ccccc2cc1C(=O)O
→ 89	1	.	0	88	79	95	84
(14) Nc1nc(-c2ccccc2)nn1S(=O)(=O)c1ccccc1
→ 110	5	106	0	107	107	100	105
(15) O=C(Nc1ccc(Cl)cn1)Nc1ccccc1F
→ 91	-1	102	0	95	95	100	96

Carrying on:
Order of values: AGP1-GFP MLPCN	VLA-4 inh	LAP4 TOR yeast	GRK2 inh	RPL19A TOR yeast	CIT2-GFP yeast	Yeast superoxide	MEP2 TOR yeast
(16) O=C(NC(=S)Nc1ccc2oc(=O)ccc2c1)c1cccc(Cl)c1
→ 23	1	87	0	55	106	125	139
(17) C=CCN(CC=C)C(=S)NC(=O)c1ccc([N+](=O)[O-])cc1
→ 100	22	95	0	102	97	101	102
(18) O=C(CSc1nnc(NC(=O)C2CC(=O)N(c3ccc(F)cc3)C2)s1)NCC1CCCO1 (stereo unspecified)
→ 102	-4	90	0	99	103	105	96
(19) CCn1c(O)c(N=NC(=O)CNC(=O)/C=C/c2ccco2)c2ccccc21
→ 113	-12	110	4	106	113	90	105
(20) CN(C)c1ccc(/C=N/N(Cc2ccccc2)c2ccccc2)cc1
→ 98	2	95	0	104	110	108	103
(21) O=C(NCc1cccs1)C1CCN(S(=O)(=O)c2cccc3nsnc23)CC1
→ 104	-4	102	0	101	112	104	107
(22) CCC(=O)N1CCc2cc(S(=O)(=O)NC(Cc3ccccc3)C(=O)NC3CCCC3)ccc21 (stereo unspecified)
→ 98	8	96	0	99	97	87	101
(23) CN(Cc1c(F)cccc1Cl)C(=O)C1CC(=O)N(CCc2ccccc2)C1 (stereo unspecified)
→ 105	1	108	1	100	106	92	99
(24) COc1ccc(CNCCSc2nnnn2C)c(OC)c1OC
→ 106	7	95	0	101	111	92	105
(25) COCCCNC(=O)CCN1N=C(c2ccccc2)CCC1=O
→ 108	1	97	0	106	104	112	102
(26) CCOC(=O)c1ccc(NC(=O)N2CCN(C3CCCCC3)CC2)cc1
→ .	8	118	0	109	115	96	110
(27) CC(C)OC(=O)CSc1nnc(-c2ccc(Cl)cc2)n1N
→ 109	-6	101	2	106	104	100	107
(28) CCOc1ccc(C(=O)c2cc([N+](=O)[O-])ccc2Cl)cc1
→ 98	24	119	0	88	70	98	111
(29) O=C(COC(=O)c1cccc(F)c1)Nc1ccc2c(c1)OCCO2
→ 95	0	106	1	95	96	101	97
(30) Cc1ccccc1NC(=O)CCNS(=O)(=O)c1cccc2nsnc12
→ 94	4	88	2	91	94	99	89

Next structures:
Order of values: AGP1-GFP MLPCN	VLA-4 inh	LAP4 TOR yeast	GRK2 inh	RPL19A TOR yeast	CIT2-GFP yeast	Yeast superoxide	MEP2 TOR yeast
(31) Cc1ccccc1NS(=O)(=O)c1ccc(C(=O)NCCCN2CCCC2=O)cc1
→ 89	-1	93	1	88	90	107	93
(32) Cc1ccc(OC2=NS(=O)(=O)c3ccccc32)cc1
→ 83	11	96	0	94	83	98	93
(33) Cc1cc(C)n(-c2nc(NCC3CCCO3)c3c4c(sc3n2)COC(C)(C)C4)n1 (stereo unspecified)
→ 94	1	102	2	90	100	93	113
(34) c1ccc(CSc2ccc(-c3cccs3)nn2)nc1
→ 94	-9	99	3	95	94	94	101
(35) O=C(Cn1cnc([N+](=O)[O-])c1)c1ccc(Cl)cc1
→ 85	1	101	2	94	83	92	92
(36) Cc1cc(C)n(-c2ccc(OCC(=O)O)nn2)n1
→ 104	32	102	30	102	112	96	103
(37) CSc1ncc(C(=O)Nc2ccc(C)cc2C)c(C)n1
→ 92	-5	98	0	103	98	104	112
(38) Cc1cc(Cl)ccc1OCC(=O)N(Cc1cccs1)C1CCS(=O)(=O)C1 (stereo unspecified)
→ 101	27	102	0	94	97	95	102
(39) CCCCNC(=O)C(=O)NCc1ccncc1
→ 99	0	102	1	98	100	102	97
(40) O=C(Cc1ccc(S(=O)(=O)N2CCOCC2)s1)Nc1ccc2c(c1)CCC2
→ 98	9	94	0	95	99	114	94
(41) COc1ccccc1CCNC(=O)C1CCC(=O)N(C2CC2)C1 (stereo unspecified)
→ 91	22	86	1	93	92	92	92
(42) CCN(CC)C(=O)CC(c1ccc(OC)cc1)c1c(O)cc(OC)cc1OC (stereo unspecified)
→ 80	10	120	0	96	69	97	95
(43) NC(=O)C1CC(=O)N(c2ccc(OCC(=O)Nc3ccccc3F)cc2)C1 (stereo unspecified)
→ 93	-21	90	2	100	93	96	97
(44) COc1ccc(Cl)cc1NC(=O)c1cnccn1
→ 93	-1	74	0	111	120	94	98
(45) O=C(NCc1cccs1)c1nc2ncccn2n1
→ 103	-4	109	0	101	111	111	108

More compounds follow.
Order of values: AGP1-GFP MLPCN	VLA-4 inh	LAP4 TOR yeast	GRK2 inh	RPL19A TOR yeast	CIT2-GFP yeast	Yeast superoxide	MEP2 TOR yeast
(46) COc1ccc(OC)c(S(=O)(=O)N2CCCC(C(=O)N3CCC(C(N)=O)CC3)C2)c1 (stereo unspecified)
→ 93	-12	102	0	95	92	104	110
(47) COc1ccccc1OCC(=O)NCC1CCCN(Cc2cnn(C)c2C)C1 (stereo unspecified)
→ 100	2	105	2	100	96	101	97
(48) Cc1cc(C)cc(NC(=O)CSc2ccccc2)c1
→ 106	7	116	0	101	99	89	100
(49) CCCCN(Cc1ccccc1)C(=O)CCN1C(=O)C2C3C=CC(C3)C2C1=O (stereo unspecified)
→ 99	9	99	0	97	95	103	93
(50) O=c1[nH]c(CSc2nnc(-c3ccccc3)n2-c2ccccc2)nc2ccccc12
→ 98	9	95	0	99	101	84	97
(51) CCCOc1ccc(NC(N)=O)cc1OCCC
→ 104	9	102	0	105	108	101	107
(52) Fc1ccccc1-c1nc2c(s1)CCc1onc(-c3ccc(Br)cc3)c1-2
→ 93	-12	99	0	100	89	87	94
(53) CCOc1ccc(N(CC(=O)Nc2ccc(C)c(C)c2)S(C)(=O)=O)cc1
→ 102	6	92	0	100	97	97	97
(54) O=C(Cn1cc(S(=O)(=O)Cc2ccc([N+](=O)[O-])cc2)c2ccccc21)N1CCOCC1
→ 88	7	91	3	105	97	101	101
(55) CC(C)C1Cc2c(sc3[nH]c(=S)n(Cc4ccccc4)c(=O)c23)CO1 (stereo unspecified)
→ 102	-2	102	2	101	106	100	106

2 of these compounds in a different format.
53	CCOc1ccc(N(CC(=O)Nc2ccc(C)c(C)c2)S(C)(=O)=O)cc1
54	O=C(Cn1cc(S(=O)(=O)Cc2ccc([N+](=O)[O-])cc2)c2ccccc21)N1CCOCC1

Compound	53	54
AGP1-GFP MLPCN	102	88
VLA-4 inh	6	7
LAP4 TOR yeast	92	91
GRK2 inh	0	3
RPL19A TOR yeast	100	105
CIT2-GFP yeast	97	97
Yeast superoxide	97	101
MEP2 TOR yeast	97	101
